PAFAH1B3 inh: blocks human PAF acetylhydrolase 1B catalytic subunit 3 | Q15102 | recombinant PAFAH1B3, FP-rhodamine probe, fluorescence polarization | inhibition, % at 3.39 µM | actives 0.28% (n = 340,000) | AID 492972;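 active = inhibition above the screen-wide average of all tested compounds plus 3 SD, cut at about 25% in these data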;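 note: 0% = enzyme with DMSO only and 100% = wells lacking PAFAH1B3 protein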
Target sequence (Q15102 whole entry, looked up): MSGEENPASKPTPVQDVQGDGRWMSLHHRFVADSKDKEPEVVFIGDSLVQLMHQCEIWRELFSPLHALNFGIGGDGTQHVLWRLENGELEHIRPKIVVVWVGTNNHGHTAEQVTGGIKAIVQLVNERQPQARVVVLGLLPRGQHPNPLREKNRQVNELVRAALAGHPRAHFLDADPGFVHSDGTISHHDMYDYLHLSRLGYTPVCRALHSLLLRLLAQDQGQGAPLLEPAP
LYPLA2 inh: blocks human lysophospholipase 2, a PME1 counter-screen; actives 0.38% (n = 320,000); recombinant LYPLA2, FP-Rh probe fluorescence polarization; inhibition, % at 5.9 µM; O95372; AID 2177;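 active = inhibition above the screen-wide mean plus 3 SD, limit set per campaign, cut at about 26% in these data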;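 note: 0% = LYPLA2 with DMSO and 100% = wells lacking LYPLA2 enzyme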
Target sequence (O95372 whole entry, looked up): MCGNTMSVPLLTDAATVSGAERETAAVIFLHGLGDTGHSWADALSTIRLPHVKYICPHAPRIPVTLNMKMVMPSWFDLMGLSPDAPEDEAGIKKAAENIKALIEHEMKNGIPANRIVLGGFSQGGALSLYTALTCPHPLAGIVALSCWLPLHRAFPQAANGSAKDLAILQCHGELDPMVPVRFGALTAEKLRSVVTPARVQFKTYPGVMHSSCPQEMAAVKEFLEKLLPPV
GSTO1 inh: counter-screen for RBBP9 inhibitors: inhibitors of human GSTO1; P78417; recombinant GSTO1, activity-based probe fluorescence polarization; inhibition, % at 5.96 µM; actives 1.1% (n = 300,000); AID 1974;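 active = inhibition above the campaign mean inhibition plus 3 SD, cut at about 35% in these data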;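 note: 0% = GSTO1-1 with DMSO and 100% = wells lacking GSTO1-1 enzyme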
Target sequence (P78417 whole entry, looked up): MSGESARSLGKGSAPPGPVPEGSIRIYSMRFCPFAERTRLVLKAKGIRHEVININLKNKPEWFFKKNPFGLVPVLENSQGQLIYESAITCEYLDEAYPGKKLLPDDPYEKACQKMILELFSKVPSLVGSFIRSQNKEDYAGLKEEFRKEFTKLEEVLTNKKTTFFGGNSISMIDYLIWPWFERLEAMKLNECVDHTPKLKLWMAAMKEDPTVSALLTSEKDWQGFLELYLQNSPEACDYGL
ZTA counter: blocks Epstein-Barr virus ZTA, an EBNA-1 counter-screen; P03206; ZTA-DNA binding, fluorescence polarization; inhibition, % at 11 µM; actives 0.15% (n = 320,000); AID 2234; in the data active = inhibition above about 33%
LYPLA1 counter: LYPLA1 (human) inhibition in PME1 counter-screen; inhibition, % at 5.9 µM; AID 2174; O75608; recombinant LYPLA1, FP-Rh probe fluorescence polarization; actives 0.16% (n = 320,000);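 active = inhibition above the mean of all tested compounds plus 3 SD, set per campaign, cut at about 14% in these data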;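 note: inhibitors block serine hydrolase probe labeling of LYPLA1 so polarization falls; 0% = enzyme with DMSO and 100% = wells lacking LYPLA1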
Target sequence (O75608 whole entry, looked up): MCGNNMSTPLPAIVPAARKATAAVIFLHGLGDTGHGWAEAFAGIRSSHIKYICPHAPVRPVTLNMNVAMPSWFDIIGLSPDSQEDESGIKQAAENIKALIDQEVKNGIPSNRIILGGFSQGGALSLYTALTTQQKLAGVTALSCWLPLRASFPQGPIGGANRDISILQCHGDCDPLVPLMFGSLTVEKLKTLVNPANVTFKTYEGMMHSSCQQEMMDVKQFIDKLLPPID
PAD4 FP inh: PAD4 (human) enzyme inhibition; recombinant PAD4, RCA probe fluorescence polarization; inhibition, % at 6.36 µM; actives 0.41% (n = 330,000); AID 485272;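 active = percent inhibition above a cutoff equal to the mean of all tested compounds plus 3 SD, cut at about 15% in these data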;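 note: 0% = PAD4 with RCA probe and DMSO and 100% = probe without PAD4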
EBNA-1 inh: blocks EBNA-1 binding to DNA | AID 1950 | actives 0.34% (n = 300,000) | EBNA-1 DNA binding, fluorescence polarization | inhibition, % at 14.8 µM; in the data active = inhibition above about 28%
PAFAH2 FP inh: PAFAH2 (human) inhibition; Q99487; recombinant PAFAH2, FP-rhodamine activity probe, fluorescence polarization; inhibition, % at 3.39 µM; actives 0.99% (n = 340,000); AID 492956;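 active = inhibition above the mean over all tested compounds plus 3 SD, cut at about 30% in these data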;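 note: inhibitors block probe labeling of enzyme so polarization drops; 0% = enzyme with DMSO and 100% = wells lacking PAFAH2 protein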
PREPL inh: human PREPL enzyme inhibition; Q4J6C6; recombinant PREPL, fluorescence polarization activity-based probe; inhibition, % at 5.96 µM; actives 0.68% (n = 320,000); in the data active = inhibition above about 43%;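 note: 0% = enzyme with DMSO and 100% = wells lacking enzyme; many of its hits are not listed in these tables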
* hit, by the source's call; i = inactive; x = not tested or not shown. These rows are one share of the data. The share of hits here may be higher or lower than overall.

SMILES	PAFAH1B3 inh	LYPLA2 inh	GSTO1 inh	ZTA counter	LYPLA1 counter	PAD4 FP inh	EBNA-1 inh	PAFAH2 FP inh	PREPL inh
C=CCn1c(=O)n(C(=O)OCC)c2cc(Br)ccc21	4	-4	-1	0	3	-7	3	14	25
Clc1ccc2nc(SCc3nnc(-c4ccccc4)o3)[nH]c2c1	5	-7	-6	-21	-7	-3	-10	-3	-11
CN(C)C1(CNC(=S)Nc2ccccc2C(F)(F)F)CCCCC1	4	1	0	-8	-1	-1	-21	-3	-1
CCN(CC)CCNc1nc(-c2ccccc2)nnc1C(F)(F)F	2	2	-1	9	0	0	1	-10	-3
Cc1cccc2c3c([nH]c12)CCNC3	6	1	3	5	0	1	-7	4	12
Cc1ccc2nc(-c3ccccc3)c(-c3ccccc3)nc2c1	-3	2	5	-9	0	-4	4	-2	13
CCOC(=O)N1CCC(NC(=O)c2cc(C(=O)NC3CCCC3)ccc2CO)CC1	6	2	2	6	2	-4	7	9	-5
O=C(CN1C(=O)C2C3C=CC(C3)C2C1=O)Nc1nncs1 (stereo not drawn)	8	3	7	7	-2	-7	12	3	2
O=C(CCSCCc1ccccn1)Nc1ccc(Cl)cn1	14	1	-3	-10	0	-1	-8	-5	5
CCOc1nc(C)cc(C)c1S(=O)(=O)c1cccc(C)c1	x	-2	-3	-2	1	-3	-3	x	18
COc1ccc(F)cc1C(=O)C1CCCN(C(=O)c2ocnc2C)C1 (stereo not drawn)	3	-4	7	-9	-4	-3	-8	-5	4
N#Cc1ccc(CSc2nnc3ccccn23)cc1	15	1	5	11	-2	-3	6	-1	0
CCOc1cc(C2C(C(=O)N3CCCCC3)=C(C)NC3=C2C(=O)CC(C)(C)C3)ccc1O (stereo not drawn)	5	-3	10	3	-5	1	-9	0	5
COc1ccc2[nH]c3ccc(OC)cc3c2c1	2	-1	2	13	1	0	-7	5	8
Cc1ccc(Cl)cc1N1CCN(S(=O)(=O)c2c(C)noc2C)CC1	6	2	5	-12	0	4	-9	6	5
COc1ccc(S(=O)(=O)CCC(=O)N(C)c2ccc(OC)cc2OC)cc1	8	1	-4	25	-3	0	6	2	3
COC(=O)CSC1=C(C#N)C(c2ccccc2)CC(=O)N1 (stereo not drawn)	3	1	-1	1	-2	-2	-16	-2	11
CCN1/C(=C/C=C/c2sc3ccccc3[n+]2CC)Sc2ccccc21	-378	-291	-168	0	-139	-112	15	-268	i
CCOC(=O)CCCc1ccc(/C(C)=N/NC(=S)NC)cc1	-7	6	2	-2	0	2	7	-5	6
Cc1nn(CC(=O)N2CCOCC2)c(=O)c2nn(-c3ccccc3)c(C)c12	12	-5	-2	0	2	-5	-7	-4	17
COCCCn1ccc(O)c(Cc2ccc(F)cc2)c1=O	8	-12	2	5	-7	-5	-18	3	1
CC(c1ccccc1)C(CC(=O)O)C(=O)NC1CCCCC1 (stereo not drawn)	10	-4	-3	1	-2	-7	2	-3	-7
COc1ccc(CNC(=O)Nc2cc(C)ccc2C)cc1	5	-9	4	-12	3	-1	9	2	10
COc1ccc(C(=O)N(C)C2CCN(C)CC2)cc1S(=O)(=O)Nc1cc(Cl)ccc1Cl	x	-1	-2	-6	-1	4	-9	x	12
CC(=O)c1cccc(NC2c3ccccc3C(=O)N2Cc2ccco2)c1 (stereo not drawn)	10	3	-2	4	1	5	-25	-4	4
Cc1ccc(NC(=O)c2ccc(S(=O)(=O)NCC3CCCO3)cc2)cc1 (stereo not drawn)	11	4	-3	4	-2	1	10	6	6
N#C/C(=C\c1ccc(O)c(Br)c1)C(=O)NCc1ccccc1	-4	-6	-3	-17	1	-1	-4	8	7
Clc1ccc(Cn2ncc3c(N4CCCCC4)ncnc32)cc1	-1	-3	-7	12	-3	1	4	-2	1
O=C(CCn1nc(-c2ccc(Cl)cc2)ccc1=O)NCCCN1CCCCCC1	-5	-3	11	-25	0	-2	1	4	22
CC(=O)c1c(C)[nH]c(C(=O)CSc2nnc(-c3ccccc3)n2Cc2ccc3c(c2)OCO3)c1C	5	6	-4	-13	0	-3	1	-7	-3
COc1ccc(C(=O)/C=C/Nc2ccccn2)cc1	5	-1	5	15	-1	0	4	-6	0
Cc1cc(SCC(=O)Nc2cccnc2Cl)nc2ccccc12	0	-4	7	-6	0	-5	0	3	12
Cc1cccc(NS(=O)(=O)c2ccc3nc(-c4ccccc4)[nH]c3c2)c1C	7	-2	0	-5	-1	1	5	4	7
Cc1ccc(S(=O)(=O)N2CCN(CC(O)COc3ccccc3)CC2)cc1 (stereo not drawn)	-2	-5	2	11	-3	3	-3	1	-28
O=S(=O)(Nc1nccs1)c1ccc(Cl)cc1	7	3	6	14	-2	-1	3	1	2
Cc1ccc(NC(=O)CSc2nn(-c3ccc(Cl)cc3)c(=S)s2)cc1S(=O)(=O)N(C)C	-36	-41	-51	3	-33	-10	10	-54	17
O=C(CCN1C(=O)S/C(=C\c2cccs2)C1=O)NC1=NCCS1	3	-4	3	-28	-1	0	4	3	4
COc1cc2c(cc1NC(=O)C(C)Sc1cccc[n+]1[O-])oc1ccccc12 (stereo not drawn)	0	-10	6	3	-6	2	0	-1	-24
CCc1nnc(NC(=O)CSc2nnc(CNc3ccc(F)cc3)n2C2CCCCC2)s1	3	3	10	-10	3	0	4	-1	10
CCOC(=O)C1CCN(C(=O)COc2ccc([N+](=O)[O-])cc2)CC1	3	1	4	4	1	0	8	4	1
CCOc1ccc(C(=O)NCc2ccccc2OC)cc1	-7	-4	-2	0	2	-5	1	-2	7
O=C(CSc1nnc(-c2ccccc2)n1-c1ccc(Cl)cc1)NC1CCS(=O)(=O)C1 (stereo not drawn)	-6	8	2	16	1	-3	13	0	9
COc1cc(OC)cc(C(=O)N2c3ccc(F)cc3CCC2C)c1 (stereo not drawn)	7	-2	2	7	-2	3	-12	-1	6
CCC(C)n1c(OC)nc2c1c(=O)n(C)c(=O)n2C (stereo not drawn)	4	2	-4	8	3	3	9	-2	4
CCCn1ncc(CN2CCN(Cc3ccsc3)C(CCO)C2)c1C (stereo not drawn)	3	2	3	6	-1	0	-1	9	-2
COC(=O)C/C(N)=C(\C#N)C(=O)OC	10	-3	-1	0	-1	1	4	-5	4
Cc1nc(N2CCN(S(=O)(=O)c3ccc(F)cc3)CC2)c2c(-c3cccs3)csc2n1	2	-6	-3	-2	-6	-6	-20	-2	-32
Nc1cc(=O)[nH]c(SCC(=O)Nc2ccc([N+](=O)[O-])cc2)n1	4	-1	-1	-10	-1	2	2	-5	13

The closing 5 records of the section before come first, to join the parts.
SMILES	PAFAH1B3 inh	LYPLA2 inh	GSTO1 inh	ZTA counter	LYPLA1 counter	PAD4 FP inh	EBNA-1 inh	PAFAH2 FP inh	PREPL inh
CCC(C)n1c(OC)nc2c1c(=O)n(C)c(=O)n2C (stereo not drawn)	4	2	-4	8	3	3	9	-2	4
CCCn1ncc(CN2CCN(Cc3ccsc3)C(CCO)C2)c1C (stereo not drawn)	3	2	3	6	-1	0	-1	9	-2
COC(=O)C/C(N)=C(\C#N)C(=O)OC	10	-3	-1	0	-1	1	4	-5	4
Cc1nc(N2CCN(S(=O)(=O)c3ccc(F)cc3)CC2)c2c(-c3cccs3)csc2n1	2	-6	-3	-2	-6	-6	-20	-2	-32
Nc1cc(=O)[nH]c(SCC(=O)Nc2ccc([N+](=O)[O-])cc2)n1	4	-1	-1	-10	-1	2	2	-5	13
O=C(NCc1ccco1)C(=O)c1cn(CC(=O)N2CCCC2)c2ccccc12	6	2	-2	16	5	-3	1	-1	-1
O=c1cc(-c2ccc(O)cc2)oc2ccc(O)cc12	15	0	-27	-2	-4	-1	0	2	29
O=C(C1CCC(Cn2c(=S)[nH]c3ccccc3c2=O)CC1)N1CCOCC1 (stereo not drawn)	-3	10	1	0	1	1	8	3	19
N#Cc1cc([N+](=O)[O-])ccc1NC(=O)CSc1n[nH]c(=O)[nH]c1=O	14	x	x	x	x	-5	x	-1	10
CCC1(C(=O)OC)NC(c2ccco2)C2C(=O)N(c3ccc(C)cc3)C(=O)C21 (stereo not drawn)	8	-1	-1	4	-3	-5	-6	-4	2
c1ccc(C2CCCN(Cc3nc(CC4CC4)no3)CC2)cc1 (stereo not drawn)	6	2	-5	-1	-3	-2	-1	-1	27
O=C(Nc1ccncc1)c1c(F)cccc1F	-8	-3	1	2	-2	-7	-23	-1	12
Cc1ccc(Cn2c(CN3CC(C)OC(C)C3)nc3c2c(=O)[nH]c(=O)n3C)cc1 (stereo not drawn)	5	10	4	0	1	0	1	4	4
CC(=O)Nc1ccc(Oc2ccc([N+](=O)[O-])cc2Cl)cc1	5	21	2	-7	5	-3	-4	15	20
O=[N+]([O-])c1cc(Br)cc(/C=N/n2cnnc2)c1O	-1	0	11	9	5	-4	3	-4	-3
COc1ccc(C2C(C(=O)NCc3cccnc3)c3cc(OC)c(OC)cc3C(=O)N2C)cc1 (stereo not drawn)	1	7	3	-10	0	0	-8	-18	0
CCc1nn(CCCC(=O)NC(C)c2ccccc2)c(=O)c2cc3occc3n12 (stereo not drawn)	11	-1	0	16	1	-5	-3	4	2
Cc1ccccc1C(=O)N1CCN(c2ccc([N+](=O)[O-])c(NCc3cccnc3)c2)CC1	4	2	-7	9	-1	5	4	11	10
COc1ccc2c(c1)C=CC1(O2)N(CCO)c2ccccc2C1(C)C (stereo not drawn)	1	-20	-17	-2	-9	-57	-2	-1	-45
C[C@@H]1CCC[C@]2(O[C@@H](CCO)C[C@H](O)[C@H]2O)O1	11	-3	-2	2	-2	-1	-7	-5	9
COc1ccc(CNC(=O)Cn2ccc(NC(=O)OCc3ccccc3)nc2=O)cc1	3	-1	x	-8	1	-1	x	5	-20
Cc1ccccc1NC(=O)C(Cc1ccccc1)n1cccc1 (stereo not drawn)	-3	-1	3	5	-3	-7	-3	-2	-6
Cc1ccccc1OCC(O)CN1CCC(C)CC1 (stereo not drawn)	7	0	4	-1	1	0	1	11	11
CCOC(=O)N1CCN(Cc2nc3c(c(=O)[nH]c(=O)n3C)n2Cc2cc(C)ccc2C)CC1	7	-6	-3	7	-2	-6	-10	-5	5
S=C(NC1CCCC1)N1CCN(C/C=C/c2ccccc2)CC1	18	7	5	-2	0	-1	0	12	7
CSCCC(NC(=O)c1ccc(Cl)cc1Cl)C(=O)NNC(=O)c1csc(N2CCOCC2)n1 (stereo not drawn)	6	-6	2	4	-2	4	3	2	-4
O=C(OCCN1C(=O)c2cccc3c(N4CCOCC4)ccc(c23)C1=O)c1ccccc1Cl	-3	-10	-5	-6	-7	-3	-15	3	-4
Cc1cc(NC(=O)CCC(=O)N(CC(=O)NC2CCCC2)c2ccc(F)cc2)no1	12	-9	2	12	-6	-2	3	-8	-5
Cc1ccc(CC(=O)NCC(O)c2ccccc2)cc1 (stereo not drawn)	-2	2	-3	17	3	-1	14	-2	-6
CCCNC(=O)c1cccc(COc2ccccc2OC)c1	1	-8	2	2	-4	4	8	-5	0
COc1ccc(N2C(=O)c3ccc(C(=O)Nc4ccccc4OC)cc3C2=O)cc1	0	-6	7	-11	-4	5	-9	3	11
Cc1nonc1C(=O)N/N=C/c1cc2c(cc1Br)OCO2	-2	-2	2	-17	-4	-4	2	2	-1
O=C(NCCS(=O)(=O)NCc1ccco1)c1ccccc1	11	-4	22	-1	-2	-4	8	6	4
Cc1ccc(C(=O)c2ncc[nH]2)cc1	6	-5	0	-4	-5	-4	7	7	-2
O=C(c1nc2ccccn2c1CN1CCCC(OCc2ccccc2)C1)N1CCCC1 (stereo not drawn)	2	-6	5	0	1	1	-3	0	10

High-throughput results: PubChem, The Scripps Research Institute Molecular Screening Center
